# GDH-TPI counter – inhibits GDH-TPI coupling enzymes, artifact for Mtb FBA screen. inhibition, % at 4.8 µM. GDH-TPI coupled enzyme counterscreen, NADH absorbance. 360,000 tested, 1.2% active; in the data active = inhibition above about 30%;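 also: 0% = DMSO wells and 100% = wells lacking the enzyme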
# Mtb FBA inh – inhibits M. tuberculosis FBA enzyme | purified M. tuberculosis FBA, fluorescence read-out | inhibition, % at 1 µM | AID 588726 | P9WQA3 | 360,000 tested, 2.3% active; in the data active = inhibition above about 27%;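 also: 0% = vehicle and 100% = reference inhibitor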
# BoNT F protease – BoNT F light chain protease inhibition. Multiplex microsphere protease cleavage assay, flow cytometry. inhibition, % at 10 µM. 360,000 tested, 0.22% active; in the data active = inhibition above about 35%, passing the limit was not always enough; inconclusive = no clear call, values can overlap the other calls; also: plate controls were buffer without enzyme for full effect and enzyme alone for no effect
# MazF activator – MazEF (E. coli) toxin RNase activation | activation, % at 20 µM | FAM/BHQ RNA-DNA oligo cleavage fluorescence, 5 h | 350,000 tested, 0.32% active | P0AE70 | AID 504720; in the data active = activation above about 50%
# Target sequence (P0AE70 whole entry, looked up): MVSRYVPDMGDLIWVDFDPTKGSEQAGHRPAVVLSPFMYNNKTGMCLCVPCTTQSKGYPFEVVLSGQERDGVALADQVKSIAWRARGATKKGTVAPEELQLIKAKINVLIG
# Rv3671c protease – inhibits the M. tuberculosis serine protease Rv3671c | P9WHR9 | inhibition, % at 5.96 µM | 320,000 tested, 0.048% active | AID 2606; in the data active = inhibition above about 38%;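 also: extracellular domain of Rv3671c used as enzyme; 0% = enzyme with DMSO and 100% = no enzyme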
# Target sequence (P9WHR9 whole entry, looked up, the tested form may be a part): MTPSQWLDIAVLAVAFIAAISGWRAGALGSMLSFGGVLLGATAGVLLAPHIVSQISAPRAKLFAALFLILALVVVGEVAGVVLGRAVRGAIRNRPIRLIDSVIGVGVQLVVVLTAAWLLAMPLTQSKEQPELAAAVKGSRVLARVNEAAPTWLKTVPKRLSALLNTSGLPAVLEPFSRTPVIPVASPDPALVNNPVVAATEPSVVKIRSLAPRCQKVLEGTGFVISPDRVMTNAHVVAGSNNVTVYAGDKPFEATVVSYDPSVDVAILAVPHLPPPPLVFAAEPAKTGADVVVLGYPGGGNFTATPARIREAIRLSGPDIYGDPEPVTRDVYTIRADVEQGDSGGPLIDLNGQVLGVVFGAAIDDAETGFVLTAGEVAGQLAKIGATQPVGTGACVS
# Mtb BioA inh – BioA (M. tuberculosis) enzyme inhibition; purified M. tuberculosis BioA enzyme, plate reader; inhibition, % at 9.99 µM; 360,000 tested, 0.096% active; AID 602481; in the data active = inhibition above about 40%; inconclusive = no clear call, values can overlap the other calls
# PrPC surface inh – cell surface PrPC inhibition, primary TR-FRET screen | TR-FRET read-out | AID 720596 | 370,000 tested, 0.43% active | inhibition, % at 13.8 µM; in the data active = inhibition above about 24%; also: 0% = median of the test wells and 100% = reference compound wells
# FadD28 FP inh – blocks FadD28 binding to the bisubstrate probe; fluorescence polarization; inhibition, % at 12.5 µM; 360,000 tested, 0.22% active; AID 588549; in the data active = inhibition above about 8.5%, passing the limit was not always enough; inconclusive = no clear call, values can overlap the other calls
# UGM FP inh – blocks M. tuberculosis UGM enzyme. P9WIQ1. purified UGM, fluorescence polarization probe displacement. inhibition, % at 10 µM. 320,000 tested, 0.06% active. AID 504406; in the data active = inhibition above about 10%, passing the limit was not always enough; inconclusive = no clear call, values can overlap the other calls
# Target sequence (P9WIQ1 whole entry, looked up): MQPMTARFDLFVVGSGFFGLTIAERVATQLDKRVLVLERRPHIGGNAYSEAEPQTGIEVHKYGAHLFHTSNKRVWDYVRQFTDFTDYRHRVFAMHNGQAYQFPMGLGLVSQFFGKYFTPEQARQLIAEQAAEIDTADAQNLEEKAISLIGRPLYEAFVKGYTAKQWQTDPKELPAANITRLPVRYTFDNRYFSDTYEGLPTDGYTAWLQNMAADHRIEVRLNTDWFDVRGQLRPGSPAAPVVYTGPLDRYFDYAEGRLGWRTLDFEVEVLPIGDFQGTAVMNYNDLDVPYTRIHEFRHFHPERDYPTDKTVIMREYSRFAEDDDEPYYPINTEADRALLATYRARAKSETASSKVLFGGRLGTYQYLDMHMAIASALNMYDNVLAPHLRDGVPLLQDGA
# * = called active by the depositor; ? = inconclusive; / = not tested or not shown.
SMILES,GDH-TPI counter,Mtb FBA inh,BoNT F protease,MazF activator,Rv3671c protease,Mtb BioA inh,PrPC surface inh,FadD28 FP inh,UGM FP inh
Cc1ccc(C(=O)NC2CCN(C(=O)NC3CCCCC3)CC2)cc1,0,-4,12,5,/,1.5,-1,-2.7,/
C=C(C)C(C)(C#CCN1CCCC1)OC(C)=O (stereo not given),-9,-1,2,2,-2,-1.1,0,-2.3,0.2
COc1ccc(N=C(c2ccccc2)c2c(C)[nH]n(-c3ccccc3)c2=O)c(OC)c1,19,-8,-1,-9,1,-2.9,14,-2.0,-0.9
CCOC(=O)Nc1ccc2c(c1)N(C(=O)N1CCN(C)CC1)c1ccccc1S2,5,1,-12,-2,9,1.4,-5,-0.4,-1.6
OC(c1ccc(Cl)c(Cl)c1)c1ncc(-c2ccccc2F)[nH]1 (stereo not given),5,1,-4,/,/,0.3,8,-5.8,/
O=C(Cc1ccc(-c2ccccc2)cc1)NC1CCCC1,0,-7,-14,0,10,-2.6,0,-4.0,0.8
O=C(O)CN1CCN(Cc2cccc(Cl)c2)C1=O,2,2,0,4,-9,-0.6,5,-2.6,1.9
COC(=O)C1C=CC(OC2OC(COC(C)=O)C(OC(C)=O)C(OC(C)=O)C2OC(C)=O)n2c(=O)n(-c3ccccc3)c(=O)n21 (stereo not given),8,2,1,11,/,/,-2,-2.2,/
Cc1ccc(NC(=O)C(=O)NN)cc1,0,4,1,-1,1,-0.9,5,-1.3,1.1
COc1ccc(N(CC(=O)N2CCOCC2)S(C)(=O)=O)c(OC)c1,5,2,3,-15,-3,5.0,4,-1.0,-0.5
N#CCCN(C(=O)COC(=O)CNC(=O)c1cccs1)c1ccc(F)cc1,-6,3,/,-1,0,/,4,0.0,1.1
CC(C)(CNC(=O)c1ccc(S(=O)(=O)Nc2cccc(C(F)(F)F)c2)cc1)N1CCOCC1,0,-1,8,2,5,-0.9,-4,-3.9,-0.2
Cn1c(SCC(=O)NC2CCCCC2)nc2c(c1=O)SCC2,17,-3,3,4,/,0.8,3,-3.3,/
Cc1sc(-n2c(C)cc(/C=N/n3cnnc3)c2C)c(C#N)c1C,7,4,-4,0,3,0.7,/,-1.4,-3.7
COc1cccc(N2CCN(C(=O)CN(c3ccc(C)cc3)S(=O)(=O)c3c(C)n[nH]c3C)CC2)c1,-1,3,-6,8,1,-0.5,-7,1.2,-4.9
O=C(CSc1nnnn1Cc1ccccc1)NCC(=O)c1ccccc1,6,7,-9,2,-7,-0.4,10,0.5,2.2
S=C(Nc1ccc(Cl)cc1Cl)NC1CCCCC1,1,2,-4,1,-6,0.7,-1,-4.1,6.0
COc1ccc(C(=O)Nc2ccc(NC(=O)c3cccs3)cc2)cc1Cl,6,-2,-3,-12,-30,/,2,-0.8,0.9
CCCC[C@H]1COCCS(=O)(=O)N1Cc1ccc(C)cc1,7,5,-9,-5,-1,-0.6,-5,-0.4,3.3
COc1ccc2c(-c3ccccc3)cc(=O)[nH]c2c1,18,3,7,1,-6,-0.8,5,-1.3,1.7
CC1CCN(S(=O)(=O)c2csc(C(=O)Nc3ccccc3)c2)CC1,4,2,0,3,-31,-3.1,9,-1.4,-0.8
COc1ccc(N(Cc2cc3ccccc3[nH]c2=O)S(=O)(=O)c2ccc(C)cc2)cc1,-1,1,-1,0,1,0.7,2,0.0,-1.2
O=c1[nH]c2cc3c(cc2cc1CN(CCCO)C(=S)NCc1ccco1)OCO3,25,18,-3,-9,2,-2.5,-4,-0.3,1.9
C=CCNC(=O)CCCC(=O)NCC=C,8,2,4,1,2,0.3,-2,-2.3,0.1
O=C(N/N=C/c1cc(Br)c(Br)s1)c1ccncc1,19,3,-17,4,-4,-0.2,3,-1.2,2.2
CCC(=O)Nc1nc2ccc(NC(C)=O)cc2s1,1,-4,-26,-1,6,-1.2,-3,-0.9,-2.8
COC(=O)CSc1nnc(-c2ccc(OC)cc2OC)o1,3,1,2,0,-1,-0.5,2,-1.2,-1.2
Cc1ccc(C)c(N2CN(Cc3cccnc3)CNC2=S)c1,-10,1,5,-1,3,2.2,-5,-4.7,0.9
S=C(NCCc1ccccc1)N/N=C/c1cccs1,21,1,-8,-12,-15,3.1,-5,-4.9,1.2
COc1ccc(CNC(=O)C2CCN(S(=O)(=O)N3CCCC3)CC2)c(OC)c1,-5,0,-2,10,-2,-0.9,6,-3.5,1.1
O=C(CSc1ccncc1)Nc1ccc2ccccc2c1,-5,-2,-35,0,-17,/,10,-6.0,-0.8
COc1ccc(OC)c(Nc2nc(N(C)c3ccccc3)nc(N)c2[N+](=O)[O-])c1,5,1,?,6,-8,/,-1,-0.8,0.2
CN(C)c1ccc(C2CC(c3cccc(NS(C)(=O)=O)c3)=NN2C(=O)c2ccccc2)cc1 (stereo not given),-6,-6,-7,11,-12,-1.4,4,-4.4,-0.4
CCOC(=O)C(C(=O)OCC)C1N=C(N)N=C2Oc3ccccc3N21 (stereo not given),49*,5,-3,8,2,0.9,7,-1.7,0.7
Cc1ccccc1Cn1c2ccccc2c2cn[nH]c(=O)c21,10,5,0,11,-2,/,5,-1.8,-0.8
Cc1nccn1CCCN1C(=O)OC2(CCCCC2)C1(C)O (stereo not given),0,10,0,4,-1,-0.3,-6,1.2,2.0
O=C(Nc1ccccc1OC(F)F)c1ccc(Br)o1,-1,2,7,7,3,-1.5,-2,-3.1,1.1
COc1ccccc1N(CCC#N)C(=O)COC(=O)CCC(=O)c1ccc(F)cc1,3,7,/,-4,1,-0.1,-4,-2.3,2.3
COc1ccc(-c2cc3nc(C)c(C)c(N4CCN(C(=O)c5ccoc5)CC4)n3n2)cc1,13,1,0,-6,/,2.1,-7,0.5,/
CC(C)CCNC(=S)NC1CCCC1,-6,-1,5,-3,-12,-0.5,3,1.1,-1.6

# Quoted at random: 6 compounds from above
SMILES,GDH-TPI counter,Mtb FBA inh,BoNT F protease,MazF activator,Rv3671c protease,Mtb BioA inh,PrPC surface inh,FadD28 FP inh,UGM FP inh
O=c1[nH]c2cc3c(cc2cc1CN(CCCO)C(=S)NCc1ccco1)OCO3,25,18,-3,-9,2,-2.5,-4,-0.3,1.9
O=C(CSc1ccncc1)Nc1ccc2ccccc2c1,-5,-2,-35,0,-17,/,10,-6.0,-0.8
CC(C)CCNC(=S)NC1CCCC1,-6,-1,5,-3,-12,-0.5,3,1.1,-1.6
COc1ccc2c(-c3ccccc3)cc(=O)[nH]c2c1,18,3,7,1,-6,-0.8,5,-1.3,1.7
Cc1sc(-n2c(C)cc(/C=N/n3cnnc3)c2C)c(C#N)c1C,7,4,-4,0,3,0.7,/,-1.4,-3.7
CC1CCN(S(=O)(=O)c2csc(C(=O)Nc3ccccc3)c2)CC1,4,2,0,3,-31,-3.1,9,-1.4,-0.8

# Continuation:
SMILES,GDH-TPI counter,Mtb FBA inh,BoNT F protease,MazF activator,Rv3671c protease,Mtb BioA inh,PrPC surface inh,FadD28 FP inh,UGM FP inh
CCc1nnc(NC(=O)CSc2nc(-c3ccccc3)nc3ccccc23)s1,0,-6,-3,-15,-2,-0.8,1,-0.9,1.4
O=C(Nc1ccc(Cl)cc1)c1cc(S(=O)(=O)N2CCCCC2)ccc1N1CCOCC1,4,-5,1,0,/,-0.5,4,-2.1,/
COc1ccccc1N1CCN(C(=O)c2ccc(Cl)c(S(=O)(=O)N3CCCC3)c2)CC1,2,0,2,-1,1,6.2,3,1.7,-1.8
CCCN1CCC(NC(=O)C2CCN(C(C)=O)CC2)CC1,0,1,15,1,9,-1.2,10,-0.4,-1.6
CCSc1ccccc1C(=O)NCCCn1ccnc1,-10,-1,-2,3,-1,0.0,-3,-1.4,-3.0
O=C(COc1ccc(Br)cc1Cl)NC(=S)N1CCc2ccccc21,5,1,4,-6,-8,-1.4,1,-4.9,-0.5
CNc1nc(SC)nc(N(C#N)CC(=O)OC)n1,8,-2,14,-2,-3,-1.7,2,-1.6,1.1
CSc1ncc2c(n1)-c1cc(C)ccc1SC2,8,-2,-6,1,-10,-0.7,1,-1.0,2.6
CNc1c(NS(=O)(=O)c2cc(Cl)ccc2OC)c(=O)oc2ccccc12,2,3,8,9,3,-4.5,4,-3.2,-0.6
O=C(COC(=O)/C=C/c1ccc(S(=O)(=O)N2CCOCC2)cc1)NCc1ccc2c(c1)OCO2,1,1,-3,1,0,/,5,-1.2,-3.0
N#Cc1ccccc1N/C=C/C(=O)c1ccc(Cl)cc1,19,2,/,11,-4,-0.7,-1,-1.9,3.5
N#CCCN(C(=O)COC(=O)c1ccc2ccccc2n1)c1ccccc1,2,-1,?,-5,-6,-0.4,-3,0.5,0.3
Cc1onc(-c2c(Cl)cccc2Cl)c1C(=O)N=C(N)N1CCCC1,5,0,?,-1,-2,-1.0,-2,-3.2,-4.2
COc1ccc(C(=O)Nc2ccccc2)cc1S(=O)(=O)NCc1ccco1,-3,1,6,2,-4,/,3,0.1,-1.2
CC(C)CC1NC2(C(=O)N(C)c3ccccc32)C2C(=O)N(C(C)C)C(=O)C12 (stereo not given),2,-3,3,-2,1,-0.9,8,-2.5,-2.8
O=C(c1ccncc1)c1ccc(N2CCN(C3CC(=O)N(Cc4ccccc4)C3=O)CC2)cc1 (stereo not given),18,9,-7,-6,-7,1.3,0,-1.9,-1.2
CN(C)c1ccc(NC(=S)N(CCc2ccccc2)C2CC(=O)N(c3c(Cl)cccc3Cl)C2=O)cc1 (stereo not given),7,-2,-5,7,-10,-1.4,2,-0.5,-1.3
CCCCn1c(SCC(=O)NC2CCS(=O)(=O)C2)nc2cc(S(N)(=O)=O)ccc21 (stereo not given),2,1,-3,5,0,/,3,-1.6,2.8
O=S(=O)(Nc1cccnc1Cl)c1ccc2c(c1)OCCO2,6,2,-3,-12,2,-0.6,-5,-1.9,-0.2
Cc1c(C(=O)N2CCC2(C)C(=O)O)oc2ccccc12 (stereo not given),12,5,-4,/,/,-0.7,-3,1.3,/
Cn1nc(C(F)(F)F)c(/C=N/OC(=O)c2ccccc2)c1SCc1ccccc1Cl,1,-2,-9,2,-13,/,7,-4.7,-0.4
CC(NC(=O)c1ccco1)C(=O)N1CC=C(c2ccccc2)CC1 (stereo not given),-3,3,0,-3,-1,-0.7,-1,0.3,1.1
COCCn1c(=O)[nH]c(=O)c2cc(C(=O)c3cc(Cl)ccc3O)cnc21,12,6,6,13,0,/,/,-3.1,-0.8
O=C(Nc1ccccc1)N(c1ccccc1)C1C=CS(=O)(=O)C1 (stereo not given),4,2,-13,9,-1,0.2,4,-2.5,0.7
CCOC(=O)c1c(C)[nH]c(C=O)c1Cc1cccc(Cl)c1,7,2,0,2,-14,-0.6,8,-6.5,-0.7
CC(C)CN(C(=O)COC(=O)c1ccc2c(c1)OCCO2)c1c(N)n(Cc2ccccc2)c(=O)[nH]c1=O,2,1,7,-1,0,/,7,-0.8,-3.9
CCCC(=O)Nc1ccc(OCC(=O)OC)cc1,-1,-4,-30,3,0,1.1,-4,0.2,0.8
O=C(CSc1nnc(Cc2ccccc2)o1)Nc1cccc(F)c1,12,0,4,1,-4,7.3,2,0.0,-1.7
Brc1ccc(CN2CC[C@H]3C=CCc4cccc(c43)C2)cc1,7,1,-8,-4,6,-1.5,3,-1.7,3.3
COc1ccc(Cl)cc1N(CC(=O)Nc1ccccc1C(=O)N1CCCC1)S(C)(=O)=O,-3,1,-4,3,0,-0.1,-3,/,-0.8
COc1ccc2c(/C=N/Nc3ccc(C(=O)O)cc3)c[nH]c2c1,29,2,-13,-11,3,2.2,-15,14*,1.5
COc1ccc(Cc2nc3ccccc3n2C)cc1,-2,0,-6,1,12,/,5,-1.3,-0.1
Cc1ccc(C(=O)NC2CCCc3ccccc32)o1 (stereo not given),-10,-2,0,1,-5,-2.2,-5,-0.7,-0.3
Cc1cccc(C(=O)/C=C2/c3ccccc3CC(C)(C)N2C)c1,2,0,2,-7,6,/,/,-0.5,-1.5
Cc1ccc2[nH]c(=O)c(COC(=O)C3CCCCC3)cc2c1,9,7,5,-2,4,0.6,1,-1.5,0.9
CCOC(=O)c1cnc(C(F)(F)F)nc1Oc1ccccc1,-3,-3,?,0,-1,/,-6,-1.3,-0.6
CCCCn1c(N)c(N(CCOC)C(=O)CN(C)S(=O)(=O)c2ccc(C)cc2)c(=O)[nH]c1=O,1,4,-4,-2,9,/,5,-0.3,0.2

# Screening results as filed in PubChem.
